PTHR1 ag: agonists of human PTHR1 parathyroid hormone receptor | Q03431 | HEK293 GP2 PTHR1 cells, GloSensor cAMP luminescence, 1 h | Potency, µM (highest dose often 115 µM), for the others: top-dose activation, hits mostly activators | 410,000 compounds, 0.075% hits; note: potency is the fitted concentration of half-maximal effect; nearly all actives have a fitted effect of over 55% in size; some results filed as inactive show a strong effect at the top dose; inactives centre near -15; many of its hits are not listed in these tables
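HEK-293-derived GP2 cells expressing PTHR1 and a GloSensor cAMP reporter, 3,000/well, plated overnight, given luciferin plus IBMX (each 0.5 mM as added) for 1 h at 37 °C, then compound for 1 h at 37 °C. Luminescence was read after 15 min at room temperature.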
GLP1R cytotox: cytotoxicity counter-screen for GLP-1 receptor inverse agonists | 410,000 compounds, 0.13% hits | Potency, µM (highest dose often 38.3 µM), for inactives: at the top dose activity change, negative = inhibition, most hits filed as inhibitors | HEK293 cAMP-luciferase reporter cells, luminescence, 24 h;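 note: loss of luciferase light is scored as toxicity; potency is the fitted concentration of half-maximal effect; % is set by controls: 0 for no effect and ±100 for the full control effect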
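Here, cytotoxicity is scored as loss of luminescence. The MLSMR collection was tested on cells seeded in medium containing 10% Nu serum, with a 24 hr compound exposure preceded by 12 hours of culture.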
GLP1R ag: GLP-1 receptor (human) agonism; P43220; HEK293 GLP-1R CRE-luciferase, luminescence, 4-6 h; cells express a hypersensitive GLP-1R form; Potency, µM (top dose mostly 45.6 µM), for inactives: at the highest dose activation, usual class: activators; 380,000 compounds, 0.007% hits; AID 624172; note: potency is the fitted concentration of half-maximal effect; % of control where 0% means no effect
Target sequence (P43220 whole entry, looked up): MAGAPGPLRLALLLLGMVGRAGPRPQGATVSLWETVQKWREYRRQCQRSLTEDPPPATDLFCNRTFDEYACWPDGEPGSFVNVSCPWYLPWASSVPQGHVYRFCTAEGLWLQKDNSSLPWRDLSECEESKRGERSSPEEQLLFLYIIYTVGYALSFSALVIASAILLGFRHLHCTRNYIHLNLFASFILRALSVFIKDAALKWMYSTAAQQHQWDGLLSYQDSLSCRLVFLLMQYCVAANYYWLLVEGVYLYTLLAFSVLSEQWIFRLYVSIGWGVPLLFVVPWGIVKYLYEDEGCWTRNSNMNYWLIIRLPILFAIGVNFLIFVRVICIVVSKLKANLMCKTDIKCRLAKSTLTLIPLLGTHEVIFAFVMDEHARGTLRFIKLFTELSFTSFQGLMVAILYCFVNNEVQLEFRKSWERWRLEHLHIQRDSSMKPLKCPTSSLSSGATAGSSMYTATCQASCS
IL2 activator: activates IL-2 in a cell-based reporter assay. 360,000 compounds, 0.065% hits. AID 652025. activation, % (series mostly up to about 46 µM). IL-2 activation reporter assay, cell-based qHTS; stimulated with anti-CD3/CD4/CD28 beads; in transgenic mouse T cells; in the data active = activation above about 50%; inconclusive = mostly about 30% to 49%; note: 0% is about no effect
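EGFP and DsRed fluorescence is measured by plate cytometry in unstimulated transgenic mouse T cells exposed to compound for 60 minutes, then stimulated 18 hours at 37 degrees C with anti-CD3/anti-CD4 beads plus anti-CD28.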
PI5P4K alpha inh: PI5P4K alpha (human) kinase inhibition | P48426 | PI5P4Kalpha enzyme, ADP-Glo luminescence, 60 min; hits give low values | max response, % | 330,000 compounds, 1.2% hits | AID 652105; active = max response of -50% or lower; inconclusive = between -30% and -50%; inactive = -30% or higher; note: value at the top dose of about 77 µM; % is set by controls: 0 for no effect and ±100 for the full control effect
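Compounds were pin-transferred onto PI5P4Kalpha and substrate in HEPES pH 7.4 buffer with EGTA, CHAPS and 5% DMSO. ATP (5 microM final) started the reaction, which ran 60 minutes at room temperature before ADP-Glo detection.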
EPAC1 agonist: EPAC1 (human) agonism; 360,000 compounds, 0.073% hits; O95398; EPAC1 agonist qHTS, biochemical assay; response scale: 100% = response to 6.5 mM cAMP; Potency, µM (series often up to 154 µM), for the others: top-dose activation, most hits filed as activators; note: potency is the fitted concentration of half-maximal effect; nearly all actives have a fitted effect of over 60% in size
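Multi-concentration qHTS readout: loss of Rap1B-bound BODIPY-GDP fluorescence driven by 100 nM EPAC1 with excess GDP (50 uM), monitored kinetically at room temperature; agonist response expressed relative to 6.5 mM cAMP.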
GLP1R inv ag: acts as inverse agonist at human GLP-1 receptor. HEK293 GLP-1R CRE-luciferase, luminescence, 24 h; GLP-1R form is constitutively active. Potency, µM (top dose mostly 38.3 µM), inactives show at the top dose activity change, negative = inhibition, most hits filed as inhibitors. 410,000 compounds, 1.6% hits; note: potency is the fitted concentration of half-maximal effect; % is set by controls: 0 for no effect and ±100 for the full control effect; nearly all actives have a fitted effect of over 55% in size
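Inverse agonists were sought by their lowering of basal cAMP reporter luciferase output in HEK293 cells stably carrying constitutively active human GLP-1R, after 24 h compound treatment.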
PLK1 PBD inh: PLK1 (human) polo-box domain binding inhibition; P53350; Plk1 PBD binding of FITC phosphopeptide, fluorescence polarization; Potency, µM, inactives show max response, negative = inhibition, most hits filed as inhibitors; 360,000 compounds, 2.8% hits; AID 720504; note: potency is the fitted concentration of half-maximal effect; series mostly up to about 57 µM; % is set by controls: 0 for no effect and ±100 for the full control effect; nearly all actives have a fitted effect of over 65% in size
Target sequence (P53350 whole entry, looked up, the tested form may be a part): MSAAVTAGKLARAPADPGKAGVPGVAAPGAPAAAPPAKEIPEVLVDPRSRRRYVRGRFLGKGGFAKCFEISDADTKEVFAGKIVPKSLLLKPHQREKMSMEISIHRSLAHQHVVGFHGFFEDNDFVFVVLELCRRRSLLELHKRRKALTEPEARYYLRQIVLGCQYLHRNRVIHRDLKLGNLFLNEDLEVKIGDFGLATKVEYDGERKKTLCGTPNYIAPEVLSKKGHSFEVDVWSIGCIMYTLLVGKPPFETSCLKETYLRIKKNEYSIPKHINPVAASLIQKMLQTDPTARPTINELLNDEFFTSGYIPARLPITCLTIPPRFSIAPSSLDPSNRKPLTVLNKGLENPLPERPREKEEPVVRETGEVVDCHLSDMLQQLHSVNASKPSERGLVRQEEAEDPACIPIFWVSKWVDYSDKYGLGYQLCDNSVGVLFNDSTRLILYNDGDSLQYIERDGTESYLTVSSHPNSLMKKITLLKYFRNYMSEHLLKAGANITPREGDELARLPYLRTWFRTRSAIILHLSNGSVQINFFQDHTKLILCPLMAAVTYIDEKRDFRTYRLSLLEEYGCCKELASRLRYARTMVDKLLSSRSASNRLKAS
EPAC1 antagonist: EPAC1 (human) antagonism; AID 720709; Potency, µM (top dose mostly 115 µM), for inactives: at the highest dose activity change, negative = inhibition, usual class: inhibitors; O95398; 360,000 compounds, 0.14% hits; EPAC1 GEF assay, Rap1b-BODIPY-GDP exchange fluorescence;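 note: potency is the fitted concentration of half-maximal effect; plate controls were vehicle for no effect and positive control for full effect; nearly all actives have a fitted effect of over 50% in size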
Active calls of the source: *; i = inactive; ? = inconclusive; / = not tested or not shown; & = joins results of further samples; [ ] = remark or other dose. Unless noted, calls come from the whole dose curve; as a rule, active = well fitted curve in the direction sought with a large enough effect; inconclusive = small, poorly fitted or top-dose-only effect, or another doubt; inactive = no such curve, though single readings can be large; an effect the other way counts as inactive or inconclusive. The list is partial; the hit share may differ from the screen's.

SMILES | PTHR1 ag | GLP1R cytotox | GLP1R ag | IL2 activator | PI5P4K alpha inh | EPAC1 agonist | GLP1R inv ag | PLK1 PBD inh | EPAC1 antagonist
Cc1nc2ccc(N)cc2s1 | i | -12% | 16% | 1.9 | -3 | 1% | 0% | ? | -28%
CC(C)N(Cc1nc(-c2ccccc2)no1)C(=O)c1ccc([N+](=O)[O-])cc1 | -18% | 2% | 4% | -2.4 | -2 | -10% | -26% | 5% | -3%
CC(C)(C)OC(=O)NCc1ccc(NC(=O)c2nc[nH]c2C(=O)NCCCCNC(=O)c2[nH]cnc2C(=O)Nc2ccc(CNC(=O)OC(C)(C)C)cc2)cc1 | i | -11% | 1% | -0.7 | 1 | -9% | -9% | 4% | -27%
CC(C)C(=O)Nc1nnc(SCC(=O)Nc2ccc3c(c2)OCO3)s1 | i | 8% | 1% | -2.2 | -6 | 4% | 2% | -5% | 1%
C=CCN1C(=O)/C(=C\c2ccc(Cl)cc2)N=C1SCC(=O)NCCC | i | 57%[activator] | -2% | 0.6 | -11 | 0% | 11% | -16% | -13%
CCOc1ccc(S(=O)(=O)NCCC(=O)OCN2C(=O)c3ccccc3C2=O)cc1 | -13%[57.5 µM] | -5% | 3% | -1.2 | / | -3% | 2% | 1% | 8%
CCOC(=O)c1cc(-c2ccc(C)cc2)n(CC(=O)Nc2cccc(C(C)=O)c2)c1C | 19% | 0% | 0% | / | / | / | 8% | / | /
CCOC(=O)[C@]12CCC=C1N(Cc1ccc3c(c1)OCO3)C(=O)[C@H](CC(=O)NCCC(C)C)C2 | i | -4% | 11% | 0.7 | 7 | -12% | -28% | 0% | -14%
CC(C)[C@H](NS(=O)(=O)c1ccccc1)C(=O)OCC(=O)NC(=O)c1cccn1C | i | -8% | -8% | -0.4 | -18 | 0% | 9% | 2% | 7%
CSCC[C@H](NC(=O)Cc1c(C)c2cc3c4c(oc3cc2oc1=O)CCCC4)C(=O)O | -16% | 5% | -3% | 0.3 | 2 | -10% | 28% | -23% | -8%
Cc1ccnc(N2CCC(C(=O)NCc3ccccc3F)CC2)n1 | i | 7% | 4% | 1.2 | 8 | -5% | 10% | -1% | -6%
CC(=O)c1cccc(N(CC(=O)NC2CCCCC2)C(=O)c2csnn2)c1 | i | -3% | 11% | 0.5 | 4 | 12% | 12% | -10% | 14%
Cc1cccc(C)c1NC(=O)C1c2ccccc2OCC(=O)N1Cc1ccccc1 (stereo not given) | ? | -12% | -1% | -0.9 | -1 | -9% | -18% | 0% | -16%
S=C(NCCN1CCOCC1)N/N=C/c1ccccc1 | i | -20% | -4% | 0.0 | -3 | -6% | 4% | 2% | -15%
COc1cc(-c2c(C#N)c(=O)[nH]c3c2c(C)nn3-c2ccccc2)ccc1O | -26% | -8% | -7% | 0.0 | -63* | 4% | ? | -23% | 4%
CCOc1cc(C2Nc3cccc4cccc(c34)N2)ccc1O | -13%[57.5 µM] | -24% | -10% | 1.8 | / | 14% | 4% | -29% | 0%
CC1=NC(=O)C(N=Nc2cccc(O)c2)N1c1ccccc1 (stereo not given) | 3%[57.5 µM] | ? | -1% | -1.5 | / | 16% | 0% | 1% | -4%
Cc1ccc(Cn2c(CCC(=O)O)nc3ncccc3c2=O)cc1 | i | 7% | 0% | -5.1 | 5 | -6% | 1% | -10% | 10%
CCOc1ccc(NC(=O)Cn2c(=O)n(CCCCC(=O)NCc3ccc4c(c3)OCO4)c(=O)c3ccccc32)cc1 | i | -4% | 1% | / | / | / | -9% | / | /
OCC1(CC2CCCCO2)CCN(Cc2nc3ccccc3[nH]2)CC1 (stereo not given) | i | 4% | -8% | 1.9 | 5 | 1% | 12% | -2% | 15%
COCCOC(=O)C1=C(C)NC(=O)NC1c1cn(-c2ccccc2)nc1-c1cccs1 (stereo not given) | i | -4% | 26% | -0.1 | -1 | 3% | 20% | -8% | 2%
CCOc1cc(/C=C2/C(=N)N3C(=NC2=O)SN=C3S(C)(=O)=O)ccc1OS(=O)(=O)c1ccccc1 | i | 7% | 2% | 0.9 | -63* | 4% | 0% | 15µM* | -35%
COc1ccc(Cc2nc3ccc(C(=O)NCC4COCCO4)cc3o2)cc1 (stereo not given) | 9% | 5% | 3% | 0.6 | 9 | 2% | 9% | -16% | -2%
COc1ccc(-c2cc(C(=O)Nc3ccc4c(c3)OCO4)no2)cc1OC | i | -1%&0% | 0% | 0.4 | 4 | 1% | 10%&2% | -3% | -11%
Cc1ccc(OCc2cc(C(=O)N3CCCC(O)C3)no2)cn1 (stereo not given) | i | 5% | 7% | 1.0 | -3 | 5% | 14% | -2% | 17%

Three compounds already listed, sorted by their value in IL2 activator, ascending:
SMILES,IL2 activator
CCOc1ccc(S(=O)(=O)NCCC(=O)OCN2C(=O)c3ccccc3C2=O)cc1,-1.2
COCCOC(=O)C1=C(C)NC(=O)NC1c1cn(-c2ccccc2)nc1-c1cccs1 (stereo not given),-0.1
CC(=O)c1cccc(N(CC(=O)NC2CCCCC2)C(=O)c2csnn2)c1,0.5

New compounds follow:
SMILES | PTHR1 ag | GLP1R cytotox | GLP1R ag | IL2 activator | PI5P4K alpha inh | EPAC1 agonist | GLP1R inv ag | PLK1 PBD inh | EPAC1 antagonist
CCCn1c(SCC(=O)c2[nH]c(C)c(C(C)=O)c2C)n[nH]c1=O | i | -5% | 12% | 1.1 | 2 | 7% | 8% | -2% | ?
CCN(CC)c1ncnc2c1cnn2Cc1ccc(Cl)cc1 | -30%[inhibitor] | -2% | 3% | 0.0 | 2 | 3% | ? | -2% | -3%
COC(=O)c1ccccc1N/C=C/C(=O)c1ccc(Br)cc1 | i | 6% | 14% | 0.3 | 11 | 16% | ? | 0% | 8%
Cc1ccc(C(=O)N/N=C\c2ccc([N+](=O)[O-])o2)cn1 | i | -30% | 6% | 1.6 | 3 | 12% | 3% | -1% | -11%
CCc1ccccc1NC(=O)CCCSc1nc2ccccc2s1 | -14% | 9% | 3% | -3.1 | 1 | 1% | ? | -7% | -6%
CCCCn1c(N)c(N(CC(C)C)C(=O)c2cccc(S(=O)(=O)N(C)c3ccc(C)cc3)c2)c(=O)[nH]c1=O | i | 8% | -4% | -3.4 | 8 | -7% | -7% | -4% | -2%
Cc1nc(NCC2CCCO2)nc2c1C(=O)CC(C)(C)C2 (stereo not given) | -5%[57.5 µM] | 0% | 26% | 0.0 | / | 9% | 4% | -5% | -1%
Cc1cc(C)nc(SCc2ccc(C(=O)N/N=C/c3ccncc3)cc2)n1 | i | -8% | 29% | -1.0 | 1 | -1% | 63%[activator] | 0% | -10%
CCOC(=O)c1ccc(S(=O)(=O)N2CCN(CC(O)COc3cccc(C(C)=O)c3)CC2)cc1 (stereo not given) | ? | 5% | -6% | -3.6 | -4 | -8% | -16% | 2% | 23%
Cc1c(Nc2cc(N3CCCC(C)C3)c3nonc3c2[N+](=O)[O-])c(=O)n(-c2ccccc2)n1C (stereo not given) | i | -7% | -13% | 0.4 | 1 | -1% | 6% | -2% | -9%
CCn1c(Cc2ccccc2)nnc1SCC(=O)N1CCCC1=O | i | 0% | 2% | -2.2 | 1 | -4% | 12% | 3% | -13%
O=C/C=C/c1c(-c2ccccc2)cc2oc3ccccc3cc1-2 | -14% | -22% | 0% | -0.5 | ? | -6% | 31%[activator] | -12% | ?
Cn1c(N)c(C(=O)CSc2nnc(C3CC3)n2N)c(=O)n(C)c1=O | -22% | 0% | 0% | -0.3 | 0 | 9% | 4% | 4% | 14%
CCc1c(C2(O)CCCCC2)[nH]c2cnccc12 | -17% | ? | 10% | 0.3 | -1 | 0% | -1% | -15% | ?
CCc1c(C)nc2cc(-c3ccc(OC)c(OC)c3)nn2c1N1CCCC1 | i | -4% | -2% | -1.6 | / | 21% | 32%[activator] | -7% | ?
COc1ccc(-n2c(=O)c3ccc(C(=O)NCc4ccc(C)cc4)cc3n(Cc3ccc(Cl)cc3)c2=O)cc1 | -24% | -6% | 4% | / | / | / | 2% | / | /
CC(NC(=O)c1ccc(CS(C)(=O)=O)cc1)C1CC2CCC1C2 (stereo not given) | i | 0% | 3% | -0.5 | 3 | 6% | -19% | -7% | 0%
CCOc1cc2nc3c4ccccc4n(C)c3nc2cc1OCC | -1% | 17% | -1% | 2.1 | -2 | -9% | 52%[activator] | -9% | 0%
CC(=O)N1CCc2cc(S(=O)(=O)C(C)CC(=O)NCc3ccc(C)o3)ccc21 (stereo not given) | i | -1% | -1% | -2.1 | -6 | 4% | 12% | -14% | 19%
CCCCn1c(CCC(=O)O)ccc1-c1cccs1 | -11% | -3% | -3% | 2.1 | -9 | 8% | -9% | -22% | -5%
COc1ccc(S(=O)(=O)N(C)c2ccc(C(=O)NCC3CCCO3)cc2)cc1OC (stereo not given) | i | 12% | 1% | -0.9 | 5 | 6% | 81%[activator] | 0% | 1%
CSC1=NCCN1C(=O)C(C)Oc1ccccc1 (stereo not given) | i | -17% | 5% | -1.2 | -1 | 13% | -2% | 30µM* | -17%
O=C1CCN(CC2CCCCC2)C=C1C(=O)c1ccccc1 | i | 3% | 8% | 0.8 | 1 | -6% | 11% | -9% | 4%
O=C(NNC(=O)c1cc2ccccc2cc1O)Nc1ccc(F)cc1F | -42%[inhibitor] | 15% | -7% | -1.1 | 0 | 4% | 0% | -2% | -10%
COc1ccccc1CC(NC(C)=O)C(=O)N1CCN(C(=O)c2cccs2)CC1 (stereo not given) | i | 8% | 1% | -2.3 | 4 | -5% | -14% | 1% | 13%
O=C1c2cccnc2C(=O)N1Cc1cccs1 | -21% | 5% | 6% | -0.2 | 0 | -14% | 15% | 1% | -1%
CN(C)c1cc(NC(=O)CNC(C)(C)C)c2ccccc2n1 | i | -26% | -2% | 0.3 | -5 | -3% | ? | -3% | -4%
O=C(Nc1ccccc1)Nc1csc2ccccc12 | -5% | 0% | 0% | -0.2 | 0 | 4% | 8.9µM* | 1% | -8%
Cc1cc(C)n2nc(C(=O)N/N=C/c3cn(C)nc3C)nc2n1 | i | 0% | 5% | -0.5 | -7 | 7% | -2% | -10% | -21%

Screening data as filed in PubChem BioAssay.
